H9c2 TAG inh: inhibitors of triacylglycerol accumulation, primary screen, cell-based, uHTS, fluorescence, H9c2 | H9c2 cells, Nile Red lipid (TAG) fluorescence; cells loaded with 200 µM oleic acid | inhibition, % at 12.5 µM | 230,000 compounds, 0.66% hits;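 active = pattern-corrected inhibition of lipid staining of at least 50% with the nuclear-stain viability signal not falling by more than 50%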;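 note: 0% = DMSO wells and 100% = triacsin C control wells; some results filed as inactive read as strong as hits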
H9c2 TAG inh DAPI viability: recorded beside H9c2 TAG inh, whose call it bears; DAPI nuclei signal change (viability), lower = more cytotoxic, %;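 whole-well DAPI fluorescence read on a plate reader as a viability signal; minus 50 percent equals half of cells still viable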
* hit, by the source's call. Only part of the results is shown, so the mix of outcomes need not match the whole.

SMILES | H9c2 TAG inh | H9c2 TAG inh DAPI viability
Cn1c(=O)oc2cc(S(=O)(=O)N3CCCC(C(=O)N4CCc5ccccc5C4)C3)ccc21 (stereo unspecified) | -28.2 | 0.0
CCC(C)(C)n1nnnc1CN(Cc1ccco1)Cc1cc2cc3c(cc2[nH]c1=O)OCO3 | 5.1 | 3.1
COC(=O)c1ccccc1NC(=O)c1cc(-c2ccc(O)cc2)on1 | 14.8 | -6.3
CC(Oc1cc(C(F)(F)F)cc(C(F)(F)F)c1)C(=O)NC(N)=O (stereo unspecified) | 0.2 | 3.0
CC(C)(C)c1ccc(CCC2OCC(C[N+]3(C)CCOCC3)O2)cc1 (stereo unspecified) | -6.4 | 6.3
C#CCNC(=O)C1=C[C@@H](c2ccc(Br)cc2)C[C@@H](OCCCCO)O1 | 0.5 | -4.0
O=C1c2ccccc2NC(c2ccco2)N1/N=C/c1ccco1 (stereo unspecified) | -7.1 | -0.8
NS(=O)(=O)c1ccc(NC(=O)NC2CC(=O)N(c3ccc4c(c3)OCCO4)C2)cc1 (stereo unspecified) | -6.0 | -0.7
CC(=O)/C(N=Nc1ccc(OC(F)(F)F)cc1)=C(\C)O | -11.1 | 6.4
CC1CCc2cccc3c(O)cc(=O)n1c23 (stereo unspecified) | 0.9 | -4.4
COc1ccc(CCN2CC(C(=O)OCC(=O)c3c(N)n(CC(C)C)c(=O)n(C)c3=O)CC2=O)cc1OC (stereo unspecified) | -38.6 | 15.0
CC(=O)NNC(=S)NC(=O)c1cccc([N+](=O)[O-])c1 | -3.4 | 7.1
CCNC(=O)C(=O)NCc1ccncc1 | 0.7 | 26.4
CSc1ncccc1C(=O)OCC(=O)N1CC(=O)Nc2ccccc21 | 5.1 | -1.6
CC1(C)c2[nH]c3ccccc3c2C[C@@H]2C(=O)N(Cc3ccccc3)C(=O)N21 | -13.6 | 4.8
CCC(=O)N1CCN(c2cc(N3CCCC3)c(F)cc2[N+](=O)[O-])CC1 | 4.5 | -4.1
CCN(CC)S(=O)(=O)c1ccc(O)c(C(=O)OCC(=O)N2CCCc3ccccc32)c1 | 7.5 | 0.1
CCOc1ccccc1NC(=O)C1CCN(C(=O)c2cccs2)CC1 | 2.9 | -3.4
Cc1cccc(OCC(O)CN2CCN(C3CCCCC3)CC2)c1 (stereo unspecified) | -1.1 | 7.5
COc1ccc(C=O)cc1Cn1cnc2c(cnn2C)c1=O | -5.5 | 1.1

Some of the entries above, reformatted.
Compound	H9c2 TAG inh	H9c2 TAG inh DAPI viability
CC(=O)/C(N=Nc1ccc(OC(F)(F)F)cc1)=C(\C)O	-11.1	6.4
COc1ccc(CCN2CC(C(=O)OCC(=O)c3c(N)n(CC(C)C)c(=O)n(C)c3=O)CC2=O)cc1OC (stereo unspecified)	-38.6	15.0
CC(Oc1cc(C(F)(F)F)cc(C(F)(F)F)c1)C(=O)NC(N)=O (stereo unspecified)	0.2	3.0
CCC(=O)N1CCN(c2cc(N3CCCC3)c(F)cc2[N+](=O)[O-])CC1	4.5	-4.1
CCNC(=O)C(=O)NCc1ccncc1	0.7	26.4
Cn1c(=O)oc2cc(S(=O)(=O)N3CCCC(C(=O)N4CCc5ccccc5C4)C3)ccc21 (stereo unspecified)	-28.2	0.0

Entries of single compounds, looked up by structure. Order of screens: H9c2 TAG inh	H9c2 TAG inh DAPI viability
Entry for O=C1c2ccccc2NC(c2ccco2)N1/N=C/c1ccco1 (stereo unspecified) → -7.1	-0.8
Entry for COC(=O)c1ccccc1NC(=O)c1cc(-c2ccc(O)cc2)on1 → 14.8	-6.3
Entry for CCOc1ccccc1NC(=O)C1CCN(C(=O)c2cccs2)CC1 → 2.9	-3.4
Entry for COc1ccc(C=O)cc1Cn1cnc2c(cnn2C)c1=O → -5.5	1.1

Additional compounds follow.
SMILES | H9c2 TAG inh | H9c2 TAG inh DAPI viability
CC(C)=NOC(=O)c1c(C)noc1-c1snnc1C | -3.6 | 2.4
Cc1ccc(NC(=O)COc2coc(CN3c4ccccc4CC3C)cc2=O)c(C)c1 (stereo unspecified) | -14.0 | -2.0
O=C(C(=Cc1ccccc1)CN1CCCCC1)c1ccccc1 | 81.6 | -68.7
Nc1[nH]ncc1C(=O)Nc1cccc(C(F)(F)F)c1 | -1.3 | 13.4
Cc1ccc(NCN2C(=O)c3ccccc3C2=O)c(C)c1 | 14.4 | -5.5
COC(=O)c1cc(NC(=O)CC2C(=O)NCCN2C(=O)c2ccccc2)cc(C(=O)OC)c1 (stereo unspecified) | 5.3 | -2.0
Cc1ccccc1OCC(=O)Nc1ccc2c(c1)C(=O)N(CCC(=O)O)C2=O | -3.1 | 3.4
O=C1C(CN2CCCC2)CCCC1CN1CCCC1 (stereo unspecified) | -5.6 | 9.1
CC1(C(=O)NS(=O)(=O)C2CC2)CCCN(C(=O)c2cccnc2Oc2ccccc2)C1 (stereo unspecified) | 8.5 | -2.4
CCN1CCSc2ccc(C(=O)NCc3cccc(Br)c3)cc21 | 1.3 | 4.4
CC(C)c1ccc(NC(=O)CSc2nc(=O)[nH]c3c2CCCC3)cc1 | -8.6 | 8.3
O=S(=O)(O)c1nc2ccccc2n1Cc1ccc(Cl)cc1Cl | 1.1 | -1.6
CCOC(=O)c1c(C)nc(-c2ccccc2)nc1NC(C)=O | 3.0 | 3.5
Cc1cc(C)nc(Oc2ccc([N+](=O)[O-])cc2)n1 | 4.4 | -3.6
Cc1cccc(-n2nnnc2SCC(=O)c2cc(C)n(CC3CCCO3)c2C)c1 (stereo unspecified) | 11.3 | -8.0
COC(=O)CCSCC(=O)Nc1cc(C)on1 | 15.8 | -7.6
c1csc(-c2ccc3ccccc3n2)c1 | -3.0 | 9.1
CCOC(=O)C1=C(C)N(CC(C)C)C(=O)C1 | 2.6 | -6.7
CCc1cccc(NC(=O)COC(=O)/C=C/c2cccs2)c1 | 5.3 | -4.8
O=C(O)c1cccc(Oc2ncnc3sc4c(c23)CCCC4)c1 | 7.9 | -3.7

Pulled by structure from the entries so far (2):
SMILES | H9c2 TAG inh | H9c2 TAG inh DAPI viability
CCN1CCSc2ccc(C(=O)NCc3cccc(Br)c3)cc21 | 1.3 | 4.4
Nc1[nH]ncc1C(=O)Nc1cccc(C(F)(F)F)c1 | -1.3 | 13.4

Next results
SMILES | H9c2 TAG inh | H9c2 TAG inh DAPI viability
Nc1cccc(S(=O)(=O)c2cccc(N)c2)c1 | -13.1 | 0.3
COCCN(C(=O)CCCc1nc2ccccc2s1)c1c(N)n(CC(C)C)c(=O)[nH]c1=O | 0.1 | -3.3
COc1ccc(CCNC(=O)COC(=O)c2cc(Cl)nc(Cl)c2)cc1 | -9.7 | 1.7
Cc1cc2c(cc1C)C(=O)C(=O)N2 | -2.4 | 7.8
CCN(Cc1cc(=O)n2ccsc2n1)c1cccc2ccccc12 | 5.1 | -12.5
Cc1ccc(NC(=O)C2(N(CC(C)C)C(=O)Cn3nnnc3N)CCCCC2)cc1 | 8.6 | -7.5
COc1ccc(NS(=O)(=O)c2cccc(C(=O)NCc3ccco3)c2)cc1 | 4.0 | 3.2
NS(=O)(=O)c1ccc(CCNC(=O)COC(=O)c2cc([N+](=O)[O-])ccc2N2CCOCC2)cc1 | -3.6 | 9.3
Cc1cc(N=Cc2c(O)n(-c3ccc4c(c3)OCO4)c(=O)c3ccccc23)ccn1 | 36.3 | 2.4
CCOC(=O)CSc1nc2sc(C)c(C)c2c(=O)n1C | 1.1 | -4.5
COc1cc(C2N(c3ccccc3)CCN2c2ccccc2)ccc1OC(C)=O | 1.8 | -14.3
CC(C)c1ccc(NC(=O)Nc2nnc([C@@H]3C[C@H](O)[C@@H](CO)O3)s2)cc1 | 6.5 | -8.4
COc1ccc(CNC(=O)c2cnn3c(C(F)F)cc(C)nc23)cc1OC | 1.1 | 13.8
COc1cccc(/C=N/n2nnnc2N)c1OCc1ccccc1Cl | -20.1 | 8.1
Cn1ccnc1-c1nnn(-c2ccc(F)cc2)n1 | -21.2 | 3.1
O=C(N/N=C/c1ccc2nccnc2c1)c1ccc(Br)cc1 | 3.3 | 11.4
COc1ccc(Cc2nnc(N)s2)cc1 | -11.4 | 7.4
O=C(OCCOc1ccc(Br)cc1)c1cnccn1 | 6.1 | -6.1
COCCNC(=O)CN(Cc1cccs1)C(=O)CCC(=O)Nc1nccs1 | 1.6 | 4.3
CCOc1cccc(/C(O)=C2/C(=O)C(=O)N(Cc3cccnc3)C2c2ccco2)c1 (stereo unspecified) | 2.1 | -11.8
O=C1OCCC1=COCCCCOC=C1CCOC1=O | 13.9 | -6.5
O=C(NCc1ccccn1)C1CC(c2ccc(F)cc2)=NO1 (stereo unspecified) | 18.6 | -18.8
COc1ccc2oc(C(=O)OCC(=O)Nc3ccc(N4CCOCC4)cc3)c(C)c2c1 | -15.9 | 2.7
CC(=O)Nc1cc(-c2ccccc2F)cn2c(-c3ccccc3)cnc12 | -8.1 | 12.7
CC(C)N(C(=O)COC(=O)c1cncc(Br)c1)C(C)C | -2.1 | 0.0
O=C(NN1C(=O)c2ccccc2NC1c1ccco1)c1ccc([N+](=O)[O-])cc1 (stereo unspecified) | 0.1 | -7.0
COc1cc(C(=O)NCc2nnc(SCC(=O)Nc3cccc(C)c3)o2)cc(OC)c1OC | -4.4 | 5.1
CN1OC[C@@H]2CN(C(=O)CCc3ccccc3)[C@H](c3cccc(-c4ccccc4)c3)C[C@@H]21 | -3.4 | -3.8
Cc1ccc(NCc2nnc(SCCN3CCCCC3)n2CC2CCCO2)cc1Cl (stereo unspecified) | 1.0 | 19.8
Clc1ccc(COc2ccccn2)cc1Cl | 13.0 | -2.0
CC(C(=O)Nc1ccc2c(c1)OCCO2)N1CCN(C(=O)c2ccco2)CC1 (stereo unspecified) | 0.1 | -0.2
CC1(C(=O)Nc2ccccc2)Cc2c(-c3cccc(C(N)=O)c3)ccnc2O1 (stereo unspecified) | 10.5 | 6.4
O=C(NC(C(=O)N/N=C/c1cccc2ccccc12)c1n[nH]c(=O)c2ccccc12)c1ccccc1 (stereo unspecified) | 11.5 | -8.0
CCC1(c2ccc(F)cc2)NC(=O)N(CC(=O)N2CCN(C(=O)c3ccco3)CC2)C1=O (stereo unspecified) | 5.4 | -1.4
CC(C)CSc1nc2ccccc2[nH]1 | 2.7 | 7.1
O=C1CC(=O)N2N=C(c3ccc([N+](=O)[O-])cc3)SC2=N1 | 3.3 | -0.3
COc1cc(C(=O)Nc2cc(S(=O)(=O)N3CCOCC3)ccc2N2CCN(C)CC2)cc(OC)c1OC | 11.0 | -2.8
CCCCCC(=O)N1C[C@@H](O)[C@H](n2cc(COC(=O)c3ccccc3)nn2)C[C@@H]1c1ccc(C)cc1 | -6.9 | 6.7
CCCOC(=O)c1ccc(NC(=O)C2CCCO2)cc1 (stereo unspecified) | 8.7 | -3.5
O=C(Oc1ccccc1)N1CCN(c2ccc(F)cc2)CC1 | 1.9 | -1.3

3 compounds from above, arranged by length of the SMILES, lowest first:
SMILES | H9c2 TAG inh | H9c2 TAG inh DAPI viability
CC(C)CSc1nc2ccccc2[nH]1 | 2.7 | 7.1
Clc1ccc(COc2ccccn2)cc1Cl | 13.0 | -2.0
O=C(NC(C(=O)N/N=C/c1cccc2ccccc12)c1n[nH]c(=O)c2ccccc12)c1ccccc1 (stereo unspecified) | 11.5 | -8.0

(listing goes on)
SMILES | H9c2 TAG inh | H9c2 TAG inh DAPI viability
Cc1ccc(NC(=O)CSc2nc(=O)n(Cc3ccncc3)c3c2CCC3)c(C)c1 | -11.0 | 0.2
COC(=O)c1ccc(CSc2nnc(-c3c[nH]c4ccccc34)n2C)o1 | 0.4 | -3.5
COC(=O)Nc1ccc(S(=O)(=O)Nc2ccc(C(=O)O)cc2)cc1 | -0.9 | -1.2
Cc1ccc(-c2nc3ncccc3o2)cc1NC(=O)c1ccco1 | 3.3 | 5.7
O=c1c2[nH]c3ccccc3c2ncn1Cc1ccco1 | -7.5 | 2.2
O=C1COc2ccc(C(=O)COC(=O)C3CCN(S(=O)(=O)c4cccs4)CC3)cc2N1 | 9.6 | -6.7
Cc1ccccc1NC(=O)CN1CCC(NC(=O)Nc2ccccc2)CC1 | -3.3 | -0.4
N#Cc1ccsc1NC(=O)CN(Cc1ccccc1)Cc1ccccc1 | -14.3 | 1.4
COc1ccc(NC(=O)CN(C)C(=O)CN2C(=O)c3ccc([N+](=O)[O-])cc3C2=O)cc1 | 2.0 | 2.2
Nc1nc(COC(=O)C2CC(=O)N(CCc3ccccc3)C2)nc(Nc2ccccc2)n1 (stereo unspecified) | 15.0 | -6.0
CC1=C(c2ccc(Cl)cc2)[N+](=O)C(C)(C)N1[O-] | 7.3 | -3.6
CCC(O)(CC)C(=O)N/N=C/c1cc(Br)cc(Br)c1O | 4.2 | -8.8
CN(CC(=O)Nc1ccc(N2CCOCC2)cc1)CC(=O)Nc1ccc([N+](=O)[O-])cc1Br | -17.2 | 15.8
COc1ccc(NC(=O)CSc2ccccn2)cc1 | 3.3 | -0.7
Cc1nn(-c2ccccc2)c(C)c1/C=N/O | -2.9 | 7.7
COc1cc(/C=C(\C#N)c2nc3ccc(C)cc3[nH]2)cc([N+](=O)[O-])c1O | -10.6 | 10.4
CS(=O)(=O)N1c2ccccc2[C@]2(Br)C[C@H]3C(=O)N[C@@H](Cc4ccccc4)C(=O)N3[C@H]12 | 1.4 | 3.5
Cc1oc(-c2ccccc2)cc1C(=O)Nc1ccc(N(C)C)cc1 | 19.7 | 2.7
Cc1nnc(SCC(=O)N2CCN(C(=O)c3ccco3)CC2)n1C | 6.8 | 2.4
COC(=O)c1ccc(COC(=O)c2cnccn2)cc1 | 1.9 | 1.6
